High-throughput results deposited in PubChem BioAssay by National Center for Advancing Translational Sciences (NCATS).
ALOX12 inh = inhibitors of human 12S-lipoxygenase ALOX12; P18054; hit rate 1.1% among 580,000; Potency, µM (top dose mostly 108 µM), for the others: at the top dose activity change, negative = inhibition, usual class: inhibitors; purified 12hLO, xylenol orange hydroperoxide absorbance; note: potency is the fitted concentration of half-maximal effect; % is set by controls: 0 for no effect and ±100 for the full control effect
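Hydroperoxide product was detected by ferrous iron/xylenol orange as the 573 to 405 nm absorbance ratio. Arachidonic acid at 40 uM (final) was turned over for 30 min at room temperature by 150 nM human 12hLO, pH 7.0 Hepes buffer, after 15 min compound preincubation.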
GLS inh = glutaminase GLS (human) inhibition. O94925. GLS enzymatic activity, qHTS titration. Potency, µM (top dose mostly 45.5 µM), without a hit: at the highest dose activity change, negative = inhibition, hits mostly inhibitors. hit rate 0.21% among 410,000. AID 624170; note: potency is the fitted concentration of half-maximal effect; % is set by controls: 0 for no effect and ±100 for the full control effect
Target sequence (O94925 whole entry, looked up): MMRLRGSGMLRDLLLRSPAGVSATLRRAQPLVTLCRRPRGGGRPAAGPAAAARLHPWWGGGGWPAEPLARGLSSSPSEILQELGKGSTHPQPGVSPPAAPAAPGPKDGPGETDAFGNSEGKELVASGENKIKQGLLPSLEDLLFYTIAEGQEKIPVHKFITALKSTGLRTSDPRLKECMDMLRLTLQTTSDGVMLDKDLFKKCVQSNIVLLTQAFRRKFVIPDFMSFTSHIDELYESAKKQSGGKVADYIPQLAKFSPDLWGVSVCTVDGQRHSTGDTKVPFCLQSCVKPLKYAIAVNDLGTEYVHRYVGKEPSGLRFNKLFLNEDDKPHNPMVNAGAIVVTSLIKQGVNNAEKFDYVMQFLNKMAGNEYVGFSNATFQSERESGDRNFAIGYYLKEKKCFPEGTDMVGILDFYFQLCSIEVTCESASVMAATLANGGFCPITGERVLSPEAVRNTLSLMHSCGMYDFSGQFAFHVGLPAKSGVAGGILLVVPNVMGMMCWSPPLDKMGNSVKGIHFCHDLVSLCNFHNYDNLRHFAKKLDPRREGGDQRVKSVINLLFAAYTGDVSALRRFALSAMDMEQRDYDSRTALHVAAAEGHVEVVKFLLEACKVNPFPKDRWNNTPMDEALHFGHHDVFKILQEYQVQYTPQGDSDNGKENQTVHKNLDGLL
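Enzyme dispensed in phosphate buffer (45 mM, pH 8.2, 0.02% Tween-20), compounds pinned in, then 1 mM L-glutamine solution and the glutamate oxidase–HRP–Amplex Red mix added; fluorescence read immediately and again after 30 min at room temperature.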
JMJD2A Tudor = blocks the human JMJD2A Tudor domain. hit rate 4.4% among 390,000. AlphaScreen JMJD2A-Tudor / H3K4me3 peptide binding. Potency, µM (doses to about 114 µM), without a hit: top-dose activity change, negative = inhibition, hits mostly inhibitors. O75164. AID 504339; note: potency is the fitted concentration of half-maximal effect; % is set by controls: 0 for no effect and ±100 for the full control effect; nearly all actives have a fitted effect of over 50% in size
ERG-DNA inh = blocks human ERG Ets domain binding to DNA; P11308; fluorescence polarization, His-ERG Ets domain / labelled DNA; Potency, µM (top dose mostly 76.9 µM), for the others: at the top dose FP activity, negative = inhibition, usual class: inhibitors; hit rate 0.028% among 370,000; AID 624246; active = well fitted inhibition curve with a large enough effect in the polarisation, with a control signal flat; inconclusive = small, poorly fitted or top-dose-only effect, or effect the other way, or a change in a side signal; inactive = no such curve, though single readings can be large or run the other way; the % refers to the polarisation;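 note: polarization taken with two DNA probes labelled with fluorescein and Texas red; potency is the fitted concentration of half-maximal effect; % of control where 0% means no effect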
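His-tagged ERG Ets domain (1 uM in the protein solution; 300mM KCl, 50mM Tris-HCl, 1mM EDTA, 1mM DTT, pH 7.5) received compound, then a probe mix of 5 nM fluorescein-DNA and 100nM Texas-615-DNA. Fluorescence polarization was read for both dyes.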
PI4K2A block = blocks human PI4K2A kinase activity. Q9BTU6. purified PI4K2A, ADP-Glo luminescence, 1 h; hits give low values. activity change, negative = inhibition, % at 76.9 µM. hit rate 0.13% among 420,000. AID 1346378; in the data active = activity change below about -50%; inconclusive = mostly about -30% to -49%;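 note: -100% = wells without enzyme as full effect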
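PI4K2A activity was measured by ADP-Glo luminescence: enzyme (4 ug/mL stock) and phosphatidylinositol (1.2 mM stock) in Tris pH 7.5/MgCl2/EGTA/Triton X-100 buffer were reacted with ATP (300 microM stock) for one hour at ambient temperature.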
HP1b binding inh = inhibitors of HP1-beta chromodomain binding to methylated histone tails | P83916 | AlphaScreen HP1-beta / biotin-H3K9me3 peptide binding | Potency, µM (highest dose often 114 µM), inactives show at the highest dose activity change, negative = inhibition, actives largely listed as inhibitors | hit rate 0.56% among 390,000; note: potency is the fitted concentration of half-maximal effect; nearly all actives have a fitted effect of over 70% in size; inactives centre near 23
Target sequence (P83916 whole entry, looked up): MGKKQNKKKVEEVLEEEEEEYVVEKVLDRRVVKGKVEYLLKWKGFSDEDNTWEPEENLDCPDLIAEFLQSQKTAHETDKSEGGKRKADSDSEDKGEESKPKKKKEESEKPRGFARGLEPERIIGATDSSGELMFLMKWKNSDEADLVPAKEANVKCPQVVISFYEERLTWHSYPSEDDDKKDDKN
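HP1-beta protein (50 nM final) preincubated 30 min at room temperature with biotinylated H3(1-18)K9me3 peptide (50 nM) in PBS pH 7.4, 0.01% Tween-20, then compound added for 30 min. AlphaScreen streptavidin donor/nickel chelate acceptor beads (10 ug/mL final), 30 min dark, luminescence read.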
G9a block = G9a (human) methyltransferase inhibition | Q96KQ7 | G9a H3K9 monomethylation, AlphaScreen, 2 h | Potency, µM (doses to about 102 µM), for the others: at the top dose activity, negative = inhibition, usual class: inhibitors | hit rate 8.8% among 350,000; note: potency is the fitted concentration of half-maximal effect; % is set by controls: 0 for no effect and ±100 for the full control effect; nearly all actives have a fitted effect of over 75% in size
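Quantitative HTS format: methyltransferase activity on a biotin-tagged H3K9 peptide is measured by AlphaScreen, using a rabbit anti-monomethyl-H3K9 antibody with streptavidin donor and anti-IgG acceptor beads. Final levels are 20 nM enzyme, 500 nM peptide, 20 uM SAM; 2 h RT.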
BAZ2B inh = inhibitors of human BAZ2B bromodomain. AID 504333. Potency, µM (highest dose often 114 µM), for the others: top-dose activity change, negative = inhibition, actives largely listed as inhibitors. AlphaScreen BAZ2B-H3K14Ac peptide displacement. hit rate 4.4% among 360,000. Q9UIF8; note: potency is the fitted concentration of half-maximal effect; % is set by controls: 0 for no effect and ±100 for the full control effect; nearly all actives have a fitted effect of over 60% in size
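Complex of BAZ2B and biotin-H3K14Ac (50 nM apiece) forms over 30 min at RT, then faces library compounds up to 110 uM for another 30 min; AlphaScreen beads added, 20 min dark incubation, luminescence read.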
RGS4 inhibitor = inhibitors of human regulator of G protein signaling 4; Transcreener GDP fluorescence polarization, RGS4-accelerated GTP hydrolysis; Potency, µM (doses to about 114 µM), without a hit: at the top dose activity change, negative = inhibition, actives largely listed as inhibitors; hit rate 0.039% among 390,000; AID 504845; P49798; note: potency is the fitted concentration of half-maximal effect; % is set by controls: 0 for no effect and ±100 for the full control effect; nearly all actives have a fitted effect of over 75% in size; some results filed as inactive show a strong effect at the top dose
Target sequence (P49798 whole entry, looked up): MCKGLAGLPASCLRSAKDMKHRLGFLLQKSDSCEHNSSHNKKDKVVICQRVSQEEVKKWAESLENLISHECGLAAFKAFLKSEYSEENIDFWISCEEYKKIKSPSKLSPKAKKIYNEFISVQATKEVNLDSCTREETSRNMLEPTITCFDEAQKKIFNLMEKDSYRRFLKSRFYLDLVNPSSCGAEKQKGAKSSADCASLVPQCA
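MLSMR compounds (23 nl, pin-transferred) preincubated 10 min at room temperature with a 500nM (2x) first reagent, then RGS4 at 900nM (2x) plus Transcreener GDP mix added; fluorescence polarization (620/688 nm) read before and after 90 min at 30 °C.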
* = called active by the depositor; u = inconclusive; x = not tested or not shown; & = joins results of further samples; [ ] = dose if it differs, or a comment. Unless noted, calls come from the whole dose curve; as a rule, active = well fitted curve in the direction sought with a large enough effect; inconclusive = small, poorly fitted or top-dose-only effect, or another doubt; inactive = no such curve, though single readings can be large; an effect the other way counts as inactive or inconclusive.

ALOX12 inh	PI4K2A block	BAZ2B inh	ERG-DNA inh	HP1b binding inh	RGS4 inhibitor	GLS inh	G9a block	JMJD2A Tudor	SMILES
1.4%	3.2	-0.3%	4.5%	42.1%[activator]	-17.3%	6.2%	9.9%[59 µM]	-4.2%	O=C(Nc1cccc(O)c1)C1CCCN1C(=O)OCc1ccccc1 (configuration not stated)
4.7%	3.1	-19.1%	-6.3%	1.9%	-6.5%	11.9%	-2.6%	-21.7%	CN(C)c1ccc(P(=O)(OCc2ccccc2)C(O)c2ccccc2)cc1 (configuration not stated)
1.7%	4.9	-21.7%	-0.4%	42.9%	-10.9%	-5.5%	12.7%	1.7%	O=Cc1ccc(OCC(=O)Nc2ccccc2-c2ccccc2)cc1
-24.2%	-5.5	-9.2%	4.6%	10.2%	28.7%	-10.2%	7.6%[59 µM]	-7.7%	O=c1n(Cc2ccc(F)cc2Cl)c2ccccc2c2nc(-c3ccccc3)nn12
7.7%	-1.8	0.7%	3.0%	45.0%[activator]	-3.3%	-1.8%	8.9%	1.3%	Cc1nc(SCC(C)C)[nH]c(=O)c1Cc1ccccc1
-0.4%	15.1	u	-0.9%	2.6%	-30.3%	-9.7%	14.1µM*	u	O=C(CCN1CCN(c2ccc([N+](=O)[O-])cc2)CC1)c1ccc(Cl)cc1
-10.0%	7.9	4.4%	1.0%	14.5%	6.7%	-5.1%	2.2%[59 µM]	-13.2%	COc1ccc(Br)cc1/C=N/NC(=O)C(c1ccncc1)N1CCOCC1 (configuration not stated)
0.2%	2.1	-10.2%	4.9%	20.9%	-28.1%	u	-7.4%	-12.7%	O=c1[nH]c(CSc2nnnn2-c2ccc(Cl)cc2)nc2ccccc12
1.8%	-2.0	x	-1.3%	25.1%[57 µM]	-0.2%	1.5%	x	-14.5%	Nc1nc(-c2ccc([N+](=O)[O-])cc2)cc(=O)[nH]1
-7.8%	1.2	8.1%	-2.2%	10.3%	13.2%	-4.4%	19.7%	-16.9%	CCC(C)[C@H](NC(=O)Nc1cccc(OC)c1)C(=O)OC (some centres not stated)
1.5%	2.2	-0.7%	-2.3%	16.7%	-14.7%	-1.2%	3.1%[59 µM]	-5.7%	C/C(=N/NC(=O)c1ccc(Br)o1)c1ccc(C)o1
17.9%	0.8	u	-5.6%	24.8%	10.7%	18.5%	3.6%[59 µM]	-22.8%	COCCNc1nc(-n2nc(C)cc2C)nc2sc3c(c12)CCCC3
-8.7%	-3.1	u	x	-9.0%	u	0.0%	u	u	Cc1ccc(SCc2[nH]nc3c2C(c2ccco2)C(C#N)=C(N)O3)cc1 (configuration not stated)
1.8%	-2.3	3.2%	-1.7%	12.1%	12.5%	15.2%	10.2%[12.7 µM]	-16.5%	CCCNc1nc(C)cc(-c2cc(C(=O)NCc3ccccc3)on2)n1
2.1%	-3.9	-18.0%	4.2%	-4.2%	16.2%	3.2%	-8.2%	-33.5%	CN(C)CCNc1ncnc2oc(-c3ccccc3)c(-c3ccccc3)c12
u	6.3	2.8%	7.6%	39.8%[activator]	-0.1%	21.9%	u	-15.3%	Cc1ccc(-c2nnc(Nc3ccc(CC(N)=O)cc3)c3ccccc23)cc1S(=O)(=O)NCCO
-20.2%	3.5	-2.2%	-1.0%	10.0%	-16.9%	-13.9%	17.1%[59 µM]	-25.4%	CCOC(=O)C1CCN(C(c2cc3c(C)ccc(C)c3[nH]c2=O)c2nnnn2C2CCCCC2)CC1 (configuration not stated)
u	0.5	4.0%	6.9%	27.2%	39.0%	8.5%	10.7%[59 µM]	-31.4%	CC1CC(=S)Nc2ccccc2S1 (configuration not stated)
21.1%	-0.4	1.3%	-12.7%	-5.9%	-1.0%	8.2%	14.1µM*	-19.0%	C=CCSc1nc2c(c(=O)[nH]c(=O)n2C)n1Cc1ccc(C)cc1
-19.3%	3.2	-30.6%	7.4%	u	20.7%	-30.8%	u	u	COc1ccc(/C=C/C(=O)Nc2ccc3nc(N4CCC(C)CC4)cc(C)c3c2)cc1OC
9.6%	-0.2	2.1%	9.7%	24.1%	28.4%	9.3%	24.0%	-7.6%	CC(C)[C@H](NC(=O)C1CCN(S(=O)(=O)c2ccccc2)CC1)C(=O)NCc1ccccc1
-13.9%	-7.3	-7.3%	-5.8%	44.4%[activator]	-36.9%	-6.2%	14.3%[12.7 µM]	-13.9%	CCC(C(=O)OCC(=O)N(CC)c1c(N)n(Cc2ccccc2)c(=O)[nH]c1=O)c1ccccc1 (configuration not stated)
0.0%	-22.2	54.6%[activator]	10.0%	-5.7%	-28.1%	1.3%	8.91µM*	u	O=C(Cc1cccs1)Nc1ccc(S(=O)(=O)N2CCCCC2)cc1
-3.8%	4.0	-3.4%	14.7%	17.9%	-4.4%	-4.5%	-6.9%	-18.6%	O=C(O)CCSc1nnc(COc2ccc(Cl)cc2)n1-c1ccccc1
u	-0.7	3.2%	1.6%	-7.7%	-39.3%	18.0%	-5.3%	-13.5%	C=CCn1c(C#N)c(N)sc1=N
26.0%[57.4 µM]	-8.9	-3.4%	3.5%	72.5%[activator]	-15.0%	-1.1%	8.9%	-5.6%	Cc1ccc(NC(=O)C2CCCN2c2nn3c(=O)cc(C)nc3s2)cc1 (configuration not stated)
0.0%	2.3	2.8%	-1.5%	44.3%[activator]	10.5%	-4.7%	23.0%[2.33 µM]	-4.8%	CCOC(=O)c1cccc(OC(=O)CCNC(=O)c2ccc(Cl)cc2)c1
-2.4%	-0.1	-2.3%	-12.3%	u	-1.4%	-25.9%	-0.5%	-4.2%	O=C(NNC(=O)c1cccnc1)Nc1cccc(Cl)c1Cl
-5.4%	-0.6	u	2.3%	-17.2%	-4.1%	-2.9%	u	-29.6%	O=C(Nc1ccc(N2CCN(c3ncccc3C(F)(F)F)CC2)nc1)c1cccs1
45.1%&-24.7%[activator]	0.6&-0.9	-17.8%&-17.9%	-12.0%&-1.4%	-3.9%[57 µM]	15.8%&-10.8%	8.6%&13.4%	-5.5%	-23.4%&-26.5%	O=c1[nH]c(C2CCCN(S(=O)(=O)c3ccccc3)C2)nc2c1nnn2Cc1ccccc1Br (configuration not stated)
3.1%	0.3	-10.2%	11.4%	19.7%	-5.2%	6.9%	2.3%	1.7%	CCN(CC)S(=O)(=O)c1cc(NC(=O)[C@@H](NC(N)=O)C(C)C)ccc1C
34.0%[activator]	0.2	-16.2%	4.9%	18.4%	17.6%	1.7%	-7.1%[59 µM]	-2.5%	Cc1ccc(N2C(=O)N(CC(=O)N3CCOCC3)C(=O)C2C)cc1 (configuration not stated)
60.0%[activator]	3.7	13.1%	6.0%	-6.5%	-0.1%	-1.2%	-4.1%	4.2%	CCOc1ccc(S(=O)(=O)N2CCCC(C(=O)Nc3ccccc3)C2)cc1 (configuration not stated)
-12.1%	3.9	u	-3.8%	10.0%	31.8%[56.9 µM]	-9.6%	u	-32.8%	O=Cc1ccc(-c2ccc(Cl)cc2Cl)[nH]1
2.0%	-2.3	-24.3%	-7.0%	14.3%	13.2%	16.2%	14.3%	-13.3%	CCOCCCn1c(SCC(=O)Nc2cccc(S(=O)(=O)NC3=NCCCCC3)c2)nc2ccccc2c1=O
-3.6%	-16.5	-28.9%	-1.1%	53.9%[activator]	-27.9%	-10.1%	3.6%	4.8%	O=C(NC(Cc1ccccc1)C(=O)O)c1ccco1 (configuration not stated)
-7.1%	-1.4	3.3%	-0.6%	51.0%[activator]	8.5%	-3.0%	28.7%[59 µM]	u	Cc1ccccc1C(=O)NNc1ncnc2c1cnn2-c1cccc(Cl)c1
-6.8%	-4.9	-8.9%	-10.4%	3.0%	-25.6%	16.1%	x	-17.5%	COc1ccc(CN2CCN(Cc3csc(C(C)=O)c3)CC2CCO)c(C)c1C (configuration not stated)
-1.7%	2.6	-5.9%	-7.5%	26.3%	9.0%	2.7%	31.7%[0.501 µM]	-19.6%	Cc1cccc(SCc2noc(C(=O)NCC3CCCO3)c2C(=O)O)c1 (configuration not stated)
u	-0.6	0.3%	x	32.8%	6.3%	21.9%	u	-16.8%	CCN(CC)CCCNc1nc(-c2ccccc2)nc2ccccc12
u	-15.2	56.2µM*	-1.5%	u	7.5%	u	u	1.12µM*	CCN(CC)CCNC(C(=O)Nc1cccc(C(C)=O)c1)c1ccccc1 (configuration not stated)
6.0%	11.0	x	0.2%	-17.1%	11.0%	-16.3%	x	-21.4%	O=C(NCc1cccs1)[C@@H]1CCCN1S(=O)(=O)c1ccccc1F
-2.4%	-4.3	-14.6%	-6.4%	5.9%	-13.2%	21.5%	-9.9%	-25.4%	Cc1c(C)n(CCCN(C)C)c2ncnc(Nc3ccccc3)c12
16.7%	3.1	-1.3%	0.4%	20.8%	10.8%	9.3%	10.5%	-9.7%	CCOC(=O)C1CCCN(C(=O)CCCn2nnnc2CN2CCC(C)CC2)C1 (configuration not stated)
0.2%	5.2	7.6%	-11.1%	28.0%	16.1%	4.4%	13.1%[0.501 µM]	-6.1%	O=C1CC(C(=O)N2CCN(c3ccccn3)CC2)CN1Cc1ccccc1Cl (configuration not stated)
-16.5%	-8.6	-35.4%	9.2%	11.2%	-5.2%	7.3%	u	-27.1%	O=C(C[n+]1cccc(NC(=O)c2ccccc2)c1)c1cccc([N+](=O)[O-])c1

A portion of the library; rates above refer to the full screens.
